# Screens from PubChem BioAssay.
# PfHsp40 rescue = rescue of yeast from PfHsp40 toxicity, primary screen, S. cerevisiae, ATP luminescence; S. cerevisiae expressing PfHsp40, growth rescue; growth rescue, % at 12.5 µM; hit rate 0.68% among 340,000; AID 504582, 2011; in the data active means growth rescue above about 28%, passing the limit was not always enough; inconclusive means no clear call, values can overlap the other calls;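 further: yeast W303a lacking pdr1 and pdr3 grown in galactose medium; growth measured after three days at 30 °C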
# SSB-PriA inh = inhibitors of Klebsiella pneumoniae PriA binding to SSB C-terminal tail, primary screen, biochemical, AlphaScreen | PriA–SSB C-terminal tail interaction (Klebsiella pneumoniae) | inhibition, % at 33 µM | AlphaScreen SSBct-PriA binding, biotinylated peptide | AID 1272365, 2023 | hit rate 0.6% among 430,000; in the data active means inhibition mostly above about 37%, no sharp cut-off; inactive means mostly below about 20%;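 further: plate controls were negative control peptide for no effect and reference peptide for full effect; strong numbers were not always called active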
# 3CLpro inhibitor = SARS-CoV 3CLpro protease inhibitors, primary screen, biochemical, quenched FRET; Replicase polyprotein 1ab (Severe acute respiratory syndrome coronavirus), P0C6X7; recombinant SARS-CoV 3CLpro, quenched FRET peptide cleavage; inhibition, % at 6 µM; hit rate 0.14% among 290,000; AID 1706, 2009; in the data active means inhibition above about 12%
# TcdB GH inh = TcdB glycohydrolase inhibitors, primary screen, biochemical, single point, plate reader. TcdB glycohydrolase enzymatic assay. AID 652162, 2013. Toxin B (Clostridioides difficile), P18177. inhibition, % at 9.99 µM. hit rate 0.24% among 350,000; in the data active means inhibition above about 10%
# Vc quorum ag = inducers of Vibrio cholerae quorum light production without autoinducers, primary screen, BH1578 luxS cqsA deficient, single point; V. cholerae BH1578 lux reporter, luminescence, 6 h; activation, % at 18.7 µM; hit rate 0.16% among 350,000; AID 588436, 2011; in the data active means activation mostly above about 9.7%, no sharp cut-off; inconclusive means no clear call, values can overlap the other calls; inactive means mostly below about 3.7%; further: not every result past the cut was called active; inactives centre near 0; reference of the scale not given here
# PrPC surface inh = inhibitors of human cell surface prion protein PrPC, primary screen, cell-based, TR-FRET. AID 720596, 2013. TR-FRET read-out. Major prion protein (Homo sapiens), P04156. hit rate 0.43% among 370,000. inhibition, % at 13.8 µM; in the data active means inhibition above about 24%; further: 0% = median of the test wells and 100% = reference compound wells
# Anthrax LF inh2 = Bacillus anthracis LF protease inhibitors, primary screen, biochemical, multiplex microsphere, MLPCN library | multiplex microsphere protease cleavage assay | inhibition, % at 10 µM | hit rate 0.12% among 360,000 | AID 588501, 2011; further: plate controls were buffer without enzyme for full effect and enzyme alone for no effect
# Yp Topo-I inh = Yersinia pestis topoisomerase I inhibitors, primary screen, biochemical, cleavage product accumulation, plate reader, single point; DNA topoisomerase I (Yersinia pestis CO92); activity, % at 10 µM; AID 504884, 2011; Y. pestis Topo-I cleavage product accumulation; hit rate 0.064% among 360,000; in the data active means activity above about 50%, passing the limit was not always enough; inconclusive means no clear call, values can overlap the other calls; further: inactives centre near 2
# BoNT-A LC inh2 = BoNT/A light chain protease inhibitors, primary screen, biochemical, flow cytometry, MLPCN library | Botulinum neurotoxin type A light chain protease (Clostridium botulinum A str. ATCC 3502) | multiplex microsphere protease substrate cleavage | inhibition, % at 10 µM | hit rate 0.17% among 360,000 | AID 588499, 2011; further: plate controls were buffer without enzyme for full effect and enzyme alone for no effect
# * marks the source's active call; other numbers are inactive results; i = inactive; ? = inconclusive; nt = not tested or not shown; & = joins results of further samples. Unless noted, no stated cut-off is given here; in the data, active means inhibition above about 30%; inconclusive means no clear call, values can overlap the other calls; inactive means below that. Only part of the results is shown; the hit share may differ from the screen's.
SMILES,PfHsp40 rescue,SSB-PriA inh,3CLpro inhibitor,TcdB GH inh,Vc quorum ag,PrPC surface inh,Anthrax LF inh2,Yp Topo-I inh,BoNT-A LC inh2
COc1cc(C(O)P(=O)(OCCC(C)C)c2ccc(N(C)C)cc2)cc(OC)c1OC (stereo not given),1.8,-0.4,-0.3,-3.3,-0.7,9.2,12.5,10.8,-2.5
O=C(Nc1cc2c3c(c1)CC(=O)N3CCC2)c1c(F)cccc1F,1.1,1.0,nt,0.2,i,-7.4,-15.1,-13.6,-51.7
CCCS(=O)(=O)N1CCCC(C(=O)NCCCN(C)Cc2ccccc2)C1 (stereo not given),-1.7,-7.1,-8.2,nt,16.7*,-5.1,2.8,-5.4,0.1
COC(=O)c1scc(C)c1NC(=O)Cc1ccccc1,0.3,-0.4,-1.8,nt,-0.6,-2.4,-1.2,8.7,-0.4
Cc1ccc(N(CC(=O)NC2CCCCC2)C(=O)CNC(=O)c2ccco2)cc1F,0.1,-6.0,2.9,-2.5,-0.9,-5.5,-3.0,5.9,-0.1
Cc1ccc(NC(=O)c2ccccc2)cc1OC(=O)c1ccccc1,1.8,-3.2,2.4,1.1,-6.7,-1.6,-3.8,-3.5,0.3
Cc1[nH]c2ccc(-c3nnc(SCC(=O)c4ccccc4F)o3)cc2c1C,-1.0,-3.1,4.2,nt,-0.5,-0.4,6.6,0.7,-0.1
COc1ccc(/C=N\NC(=O)c2c(C)nc3ccc(Br)cn23)cc1,-1.3,nt,6.4,nt,-0.2,5.5,0.8,-4.5,-0.1
COCCNC(=O)C1(C)CCCN(C(=O)Cc2ccc3ccccc3c2)C1 (stereo not given),nt,nt,nt,0.6,i,4.0,-6.8,-3.0,0.4
COC(=O)c1cc(OCC(=O)NC2CCCc3ccccc32)cc(C(=O)OC)c1 (stereo not given),-0.1,-7.8,-2.9,0.4,-0.5,-5.5,3.4,13.1,-1.9
COc1cc(C(C[N+](=O)[O-])c2c(C)[nH]c3ccccc23)cc(OC)c1OC (stereo not given),-0.3,-10.0,2.2,nt,-1.3,-1.2,-1.5,-5.1,-0.3
COC(=O)c1sccc1NC(=O)CSc1cc(Cl)ccc1Cl,0.7,-42.5,-5.2,nt,-5.0,7.9,0.9,-0.4,0.2
O=C(NCCCn1ccnc1)Nc1cccc(Cl)c1,1.0,74.2*,0.2,nt,i,2.5,-9.8,4.7,0.0
O=C(c1ccccc1)N1CCN(Cc2ccccc2Br)CC1,-1.3,-1.7,-0.5,nt,-7.7,2.6,-5.7,2.7,-0.1
CCN1C(=NCCOC)N[C@@H](c2cccs2)C(C(=O)OC)=C1C,-0.6,-5.2,-4.1,0.6,2.2,-5.0,-2.8,1.3,0.0
Cc1cccc(NC(=O)c2cc(N3C(=O)CCC3=O)ccc2Cl)n1,-0.8,-1.4,0.6,nt,0.0,-5.6,-3.3,-5.0,0.3
COC(=O)[C@H](Cc1ccccc1)NC(=O)N1CCN(c2ccccc2)CC1,-1.9,-7.2,-0.6,0.8,-0.7,0.4,5.3,15.4,-6.1
CC(C(=O)NC1CCCC1)N(C(=O)c1ccc(-c2ccccc2)[nH]1)c1ccccc1F (stereo not given),2.4,16.6,11.3,nt,0.4,0.2,1.8,3.6,-0.5
O=C(NCC1CC1)c1onc(CSc2ccccc2)c1C(=O)NCC1CC1,3.3,-65.8,nt,nt,i,0.7,-10.8,-5.4,0.2
COc1ccc(NC(=O)C(NS(=O)(=O)c2ccc3c(c2)CCCN3C(C)=O)C(C)C)c(OC)c1 (stereo not given),-1.3,7.6,-6.9,nt,-0.3,-2.8,-11.0,-4.1,1.1
O=P1(Oc2ccccc2)C[C@@H](O)[C@@H](O)[C@H](COCc2ccccc2)O1 (stereo not given in full),-1.0,-21.2,nt,0.6,i,-4.8,-6.8,2.3,0.1
Cn1/c(=N/NC(=O)c2ccccc2F)sc2ccccc21,0.7,nt,-4.5,0.8,-1.3,8.5,0.1,7.2,0.2
Cc1cc(-c2ccccc2)nc(N(C)NC(=O)c2cccc(C(F)(F)F)c2)c1S(C)(=O)=O,2.4,-17.3,-8.6,nt,-0.4,-4.6,-1.0,8.6,0.2
Cc1cccc(Cn2c(CN3CCN(Cc4ccccc4)CC3)nc3c2c(=O)[nH]c(=O)n3C)c1,-2.2,-11.5,-0.1,0.1,-0.2,-12.0,4.9,27.3,-0.8
CC(C)(C)c1cnnn1-c1ccc(C=O)cc1,0.0,-12.5,5.3,nt,-0.2,-3.8,-3.7,4.7,-2.6
CCc1ccccc1N(CC(=O)NC1CCCCC1)C(=O)CNC(=O)c1ccco1,0.1,3.0,-4.2,0.5,-0.2,-3.7,-0.1,0.1,0.9
CC1=C(C(=O)OC(C)C)C(c2cccnc2)C2=C(CCCC2=O)N1 (stereo not given),2.0,-7.1,-4.5,nt,i,-2.2,-8.5,4.6,-0.1
CCCCN1CC(=O)N2[C@@H]3c4cc(Br)ccc4OC[C@@H]3[C@H](C(=O)OCC)[C@]2(C)C1=O,-1.9,-0.5,nt,nt,-0.7,nt,-0.4,23.9,0.1
CCOC(=O)N1CCN(c2nc(-c3ccco3)cc(C(F)(F)F)n2)CC1,0.8,-24.2,-1.6,nt,i,0.2,-7.1,-3.9,1.7
CCNc1oc(/C=C/c2ccc(OCC)cc2)nc1C#N,0.1,9.9,1.8,1.8,-0.3,-3.0,-8.9,9.8,1.6
COc1ccc(C(C)=O)cc1CN1C(=O)C(Cc2ccccc2)ON=C1c1ncccc1C (stereo not given),nt,nt,nt,1.4,i,-5.2,-2.5,20.9,-0.1
CN1CCC(O)(c2ccccc2)C(C(=O)c2ccccc2)C1 (stereo not given),-0.2,5.4,5.1,nt,i,-4.2,-1.6,-5.2,-1.1
CCN(CC(=O)Nc1ccc(C#N)c(Cl)c1)CC(=O)NC1CCS(=O)(=O)C1 (stereo not given),-2.3,-2.5,nt,0.3,-0.4,0.3,?,5.0,?
CC1Cc2ccccc2N1C(=O)COC(=O)Cn1cnc2ccccc2c1=O (stereo not given),-0.2,-2.0,1.2,nt,0.4,-3.7,-5.8,0.4,-0.5
CCOC(=O)N1CCN(c2ccc(C(C)=O)cc2F)CC1,0.1,0.5,11.0,nt,i,2.4,3.2,5.5,0.2
C=CCN1C(=O)/C(=C\c2ccc(Cl)cc2)N=C1SCC(=O)NC1CCCCC1,0.3,-2.3,-0.5,nt,-1.4,nt,-0.2,0.3,0.5
Cc1cccc(N2CCN(C(=S)c3ccc4c(c3)OCO4)CC2)c1,4.9,-4.4,nt,0.1,i,11.7,-4.6,22.7,-0.4
Cc1cccc(-n2nnnc2SCC(=O)N(CC(C)C)c2c(N)n(CC(C)C)c(=O)[nH]c2=O)c1,-0.7,-3.8,0.9,2.0,-2.0,4.6&-2.1,-1.5,7.6,-0.8
CCCN(CC(=O)Nc1ccccc1OC)C(=O)Cn1[nH]c(=O)c2ccccc2c1=O,-1.3,4.4,nt,1.5,-0.6,-2.6,-9.6,-2.7,-0.8
O=C(Nc1ccc(Cl)cc1)c1ccc2sc([C@@H]3O[C@H](CO)[C@H](O)[C@H](O)[C@H]3O)nc2c1,nt,nt,nt,1.0,i,1.2,-1.7,-2.7,-0.1

# Part of the list above with just TcdB GH inh and Vc quorum ag:
Compound	TcdB GH inh	Vc quorum ag
CN1CCC(O)(c2ccccc2)C(C(=O)c2ccccc2)C1 (stereo not given)	nt	i
CC1Cc2ccccc2N1C(=O)COC(=O)Cn1cnc2ccccc2c1=O (stereo not given)	nt	0.4
Cc1cccc(-n2nnnc2SCC(=O)N(CC(C)C)c2c(N)n(CC(C)C)c(=O)[nH]c2=O)c1	2.0	-2.0
CCN(CC(=O)Nc1ccc(C#N)c(Cl)c1)CC(=O)NC1CCS(=O)(=O)C1 (stereo not given)	0.3	-0.4

# The list continues.
SMILES,PfHsp40 rescue,SSB-PriA inh,3CLpro inhibitor,TcdB GH inh,Vc quorum ag,PrPC surface inh,Anthrax LF inh2,Yp Topo-I inh,BoNT-A LC inh2
CCOc1ccc(C(=O)COC(=O)c2cccc(-n3cnnn3)c2)cc1,-0.8,-26.1,2.5,1.9,i,3.6,1.1,19.1,0.0
COc1cccc(CNC(=O)CSc2ccc(-c3cccs3)nn2)c1,-0.7,-3.2,-1.9,1.5,i,7.0,2.5,-5.5,2.3
CCOC(=O)N1CCN(CC(O)COc2cc(C)ccc2C(C)C)CC1 (stereo not given),-0.9,4.4,1.7,-0.4,-0.4,-4.5,-1.5,26.1,-0.6
CCNS(=O)(=O)c1ccc(NC(=O)Cn2cc([N+](=O)[O-])cn2)cc1,-1.1,-8.4,5.0,0.5,-0.4,-6.5,-5.4,-2.1,2.3
CCOC(=O)C1CCCN(S(=O)(=O)c2ccc(F)c(C(=O)Nc3ccc(F)c(F)c3)c2)C1 (stereo not given),2.3,-3.0,5.7,nt,i,-0.4,2.0,-1.4,1.7
Cc1ccc(C2(c3ccc(C)cc3)NC(=O)N(Cc3c(C)noc3C)C2=O)cc1,2.6,4.0,3.5,nt,-0.6,5.5,-3.3,15.4,-0.3
Cc1cc(C)cc(-n2ncc3c2CCCC3NC(=O)C2CCC2)c1 (stereo not given),3.7,-6.2,-0.2,-0.6,-0.6,0.6,-1.4,5.1,-0.3
Nc1nc(-c2ccc(Oc3ccccc3)cc2)c(CC(=O)O)s1,1.0,10.1,1.1,0.3,-0.6,1.4,-1.7,9.0,2.6
CNC(=S)N(CCc1c(C)[nH]c2ccc(OC)cc12)Cc1ccco1,-0.7,2.6,0.7,0.6,-0.6,1.5,-9.5,-13.4,-0.9
Cc1ccc(NC2=Nc3ccccc3N3C2=Nc2c(c(C)nn2-c2ccccc2)C3c2ccc(O)c(O)c2)cc1 (stereo not given),1.0,3.7,-3.1,nt,i,3.2,11.6,6.7,7.9
COc1ccc(CC(=O)Nc2nc3n(n2)C(c2ccccc2)CC(=O)N3)cc1OC (stereo not given),0.3,-7.8,-0.5,nt,i,nt,-0.1,7.2,0.1
COc1ccc2ccccc2c1/C=N/NC(=O)c1cc(C)[nH]n1,-0.2,nt,-2.8,0.6,i,-8.0,9.6,2.2,-0.2
COc1ccc(S(=O)(=O)NCC2CCCN(Cc3ccccc3C)C2)cc1 (stereo not given),0.2,-1.1,-0.4,2.7,-3.1,-9.6,-6.8,2.6,-0.2
O=C1c2ccccc2C(c2nnnn2Cc2ccccc2)N1CCc1ccccc1F (stereo not given),nt,nt,nt,-0.1,nt,-5.7,3.7,nt,0.3
C=CCC1CCCC(=O)N2CCCC12 (stereo not given),-1.5,-4.3,nt,0.0,i,6.2,-5.1,1.8,-0.1
CC(C)CCN1C(=O)c2ccccc2C1c1nnnn1C(C)C (stereo not given),nt,nt,nt,1.4,nt,11.3,-1.8,nt,0.4
CN(Cc1ccccc1)C(=O)c1cccc(NC(=O)Cc2ccc(NC(=O)C3CCCN(C(=O)C4CCC4)C3)cc2)c1 (stereo not given),-0.2,-4.8,nt,-0.8,i,6.3,-5.5,31.0,-1.3
